Compound activity from PubChem.
LmPK inhibitor: LmPK (Leishmania mexicana) enzyme inhibition; purified LmPK, Kinase-Glo ATP luminescence, 1 h; Potency, µM (series often up to 57.5 µM), without a hit: at the top dose activity change, negative = inhibition, most hits filed as inhibitors; 290,000 compounds, 0.37% hits; further: potency means the concentration at half of the fitted maximal effect
Target sequence (Q27686 whole entry, looked up): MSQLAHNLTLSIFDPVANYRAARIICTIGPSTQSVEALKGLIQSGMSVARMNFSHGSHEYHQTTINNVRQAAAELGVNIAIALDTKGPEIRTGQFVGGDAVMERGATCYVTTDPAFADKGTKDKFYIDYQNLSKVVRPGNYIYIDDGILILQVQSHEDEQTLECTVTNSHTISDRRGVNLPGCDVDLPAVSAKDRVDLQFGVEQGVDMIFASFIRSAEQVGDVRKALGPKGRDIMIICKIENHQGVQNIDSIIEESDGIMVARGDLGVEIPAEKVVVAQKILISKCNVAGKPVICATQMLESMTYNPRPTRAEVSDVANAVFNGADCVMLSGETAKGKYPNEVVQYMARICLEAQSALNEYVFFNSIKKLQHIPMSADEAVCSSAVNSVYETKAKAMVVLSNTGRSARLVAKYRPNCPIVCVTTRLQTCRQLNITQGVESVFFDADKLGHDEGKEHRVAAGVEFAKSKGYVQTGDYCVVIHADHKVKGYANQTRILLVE
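Purified LmPK (0.1 nM) converted ADP (0.1 mM) to ATP with PEP (0.5 mM) in imidazole buffer pH 7.2 with KCl and MgCl2, 1 h at room temperature. ATP was read by Kinase-Glo luminescence; data normalized to uninhibited and no-enzyme controls.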
Tb PYK inh: blocks Trypanosoma brucei pyruvate kinase. TbPYK enzyme, Kinase-Glo Plus ATP luminescence, 45 min. Potency, µM (highest dose often 76.8 µM), for the others: at the top dose activity, negative = inhibition, usual class: inhibitors. 410,000 compounds, 0.12% hits. AID 624173; further: potency means the concentration at half of the fitted maximal effect; nearly all actives have a fitted effect of over 50% in size
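Quantitative HTS: titrated library compounds versus trypanosomal pyruvate kinase in TEA buffer (pH 7.2) containing KCl, MgCl2, BSA and Tween-20. Reactions were initiated with ADP, 130 uM final. Kinase-Glo Plus luminescence was read after 45 min at RT.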
AMA1 RON2 block: AMA1-RON2 (P. falciparum) interaction inhibition; AlphaScreen AMA1-biotinylated RON2 peptide binding; 360,000 compounds, 0.2% hits; Potency, µM (doses to about 58.2 µM), for the others: at the top dose activity change, negative = inhibition, usual class: inhibitors;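 further: potency means the concentration at half of the fitted maximal effect; 0% = vehicle wells and -100% = peptide control; nearly all actives have a fitted effect of over 45% in size; some results filed as inactive show a strong effect at the top dose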
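AMA1 (3D7) with his tag at 25 nM final met compounds first, then biotinylated RON2 peptide at 25 nM; detection used donor plus acceptor beads, 10 µg/mL apiece, read by AlphaScreen after 30 min at room temperature.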
Sm TGR inh: blocks Schistosoma mansoni thioredoxin glutathione reductase; Q962Y6; purified TGR, DTNB reduction, TNB absorbance 405 nm; Potency, µM (highest dose often 114 µM), inactives show top-dose activity change, negative = inhibition, most hits filed as inhibitors; 360,000 compounds, 3% hits; further: potency means the concentration at half of the fitted maximal effect; nearly all actives have a fitted effect of over 60% in size
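Kinetic colorimetric format: TGR-catalysed, NADPH-driven DTNB reduction monitored via TNB absorbance. Enzyme dispensed at 20 nM; compound exposure 15 min at room temperature before reaction start.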
HCMV antiviral: inhibitors of human cytomegalovirus | HFF cells, HCMV-luciferase reporter, 72 h; stronger effect = lower value | 410,000 compounds, 4.5% hits | activity change, negative = inhibition, % at 57.5 µM | AID 1259415; in the data active means activity change below about -60%; inconclusive means no clear call, values can overlap the other calls; inactive means above about -39%
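Screen run at 2 compound doses on HFFs infected with reporter HCMV, MOI 1 PFU/cell. Luciferase activity from cell lysates at 72 h post infection gave inhibition relative to buffer-only and Salinomycin wells.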
AmpC detergent: blocks E. coli AmpC beta-lactamase in detergent assay | P00811 | 370,000 compounds, 0.041% hits | AID 485294 | Potency, µM (doses to about 114 µM), inactives show top-dose activity change, negative = inhibition, hits mostly inhibitors | AmpC hydrolysis of nitrocefin, absorbance 480 nm, 0.01% Triton;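 further: potency means the concentration at half of the fitted maximal effect; 0% = no-compound wells and -100% = no-enzyme wells; nearly all actives have a fitted effect of over 25% in size; some results filed as inactive show a strong effect at the top dose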
Target sequence (P00811 whole entry, looked up): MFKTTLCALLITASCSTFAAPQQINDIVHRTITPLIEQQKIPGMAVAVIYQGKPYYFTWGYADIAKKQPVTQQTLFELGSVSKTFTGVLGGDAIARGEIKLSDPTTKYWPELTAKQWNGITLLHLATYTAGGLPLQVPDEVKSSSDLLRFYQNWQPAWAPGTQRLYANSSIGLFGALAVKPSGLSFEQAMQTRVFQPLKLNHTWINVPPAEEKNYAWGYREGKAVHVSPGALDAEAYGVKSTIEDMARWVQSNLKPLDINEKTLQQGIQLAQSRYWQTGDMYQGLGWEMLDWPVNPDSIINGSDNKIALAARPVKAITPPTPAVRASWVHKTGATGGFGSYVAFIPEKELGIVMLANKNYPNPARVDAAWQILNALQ
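AmpC (5.3 nM in the dispensed reagent) in 20 mM phosphate pH 7.0 with 0.01% (detergent screen) or 0.0001% Triton X-100 was preincubated with compounds for 15 min at room temperature. Nitrocefin was then added from an 800 uM solution, and hydrolysis was followed at 480 nm.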
AmpC no deterg: blocks E. coli AmpC beta-lactamase in detergent-free assay. Potency, µM (series often up to 57.1 µM), for inactives: top-dose activity change, negative = inhibition, most hits filed as inhibitors. AmpC nitrocefin hydrolysis, absorbance 480 nm, 0.0001% Triton. AID 485341. P00811. 330,000 compounds, 0.52% hits;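 further: potency means the concentration at half of the fitted maximal effect; plate controls were no compound for no effect and no enzyme for full effect; nearly all actives have a fitted effect of over 20% in size; some results filed as inactive show a strong effect at the top dose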
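AmpC (5.3 nM in the dispensed reagent) in 20 mM phosphate pH 7.0 with 0.01% (detergent screen) or 0.0001% Triton X-100 was preincubated with compounds for 15 min at room temperature. Nitrocefin was then added from an 800 uM solution, and hydrolysis was followed at 480 nm.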
* marks the source's active call; other numbers are inactive results; ? = inconclusive; . = not tested or not shown; [ ] = another dose, or the depositor's remark. Unless noted, the call rests on the fitted dose curve; in most records, active means well fitted curve in the direction sought with a large enough effect; inconclusive means small, poorly fitted or top-dose-only effect, or another doubt; inactive means no such curve, though single readings can be large; an effect the other way counts as inactive or inconclusive. Unless noted, on the % scale 0 is the no-effect control and ±100 the full control effect.

Molecule | LmPK inhibitor | Tb PYK inh | AMA1 RON2 block | Sm TGR inh | HCMV antiviral | AmpC detergent | AmpC no deterg
CCCc1nn2c(=O)cc(COC(=O)c3ccc(NC(=O)COc4ccccc4)cc3)nc2s1 | . | 4.6% | . | 3.7% | -0.8 | 18.3% | .
C/C(=C\C1CCCCC1)C(NC(=O)c1ccc(C(F)(F)F)cc1)c1ccc(-c2ccccc2)cc1 (stereo not given) | . | -6.1% | 16.5% | . | -5.6 | . | .
COc1ccccc1CNC(=O)COC(=O)CCN1C(=O)C2CC=CCC2C1=O (stereo not given) | . | 1.1% | 5.5% | . | 103.9 | . | .
Cc1cc(Br)ccc1NC(=O)CSc1c2c(nc3ccccc13)CCC2 | . | 0.0% | . | -13.1% | -95.5* | -0.1% | .
O=C(Nc1ccc2c(c1)OCO2)C1CC1 | . | 3.3% | 16.6% | -2.5% | 197.6 | 1.1% | -1.1%
OC(c1ccc(F)cc1)c1nc(-c2cnc3ccccc3c2)cs1 (stereo not given) | . | 2.4% | -2.4% | . | -10.4 | . | .
Cc1cc(NCC(c2ccccc2)c2ccccc2)n2ncnc2n1 | 1.6% | 0.3% | -15.5% | 1.7% | 10.6 | 2.6% | 43.4%
O=C(c1ccc(-n2cncn2)c([N+](=O)[O-])c1)N1CCN(S(=O)(=O)c2ccc(F)c(F)c2)CC1 | . | 6.8% | -9.4% | -3.4% | -6.9 | ? | 43.9%
CCn1nc(C(=O)Nc2cc(Cl)ccc2-n2cncn2)c2ccccc2c1=O | . | -3.1% | 11.3% | -33.3% | -6.9 | 0.0% | -0.8%
O=C(c1cccnc1)N1CCCc2ccccc21 | -3.0% | 3.1% | 4.8% | 2.5% | 10.4 | -11.0% | -19.8%
CCOC(=O)C1CCCN(C(=O)c2ccc3[nH]c4c(c3c2)CC(C)CC4)C1 (stereo not given) | . | 1.8% | -16.0% | -13.6% | -36.3 | 2.7% | 63.3%[activator]
Cc1cccc(Cn2c(CN3CCC(C(=O)NCCc4ccccc4)CC3)cc3ccccc32)c1 | . | 2.3% | . | 2.1% | 13.7 | 14.1% | .
COc1ccc(C(=O)Nc2nc3cc(OC)c(OC)cc3c(=O)[nH]2)cc1 | -7.8% | 7.8% | -8.1% | -3.0% | 27.0 | 1.0% | -19.5%
O=C(OCc1ccc(Cl)cc1)c1cnccn1 | -8.7% | 0.0% | 5.2% | 0.5% | -7.0 | -0.3% | -13.8%
CCc1c(O)nc(SCC(=O)Nc2ccc3c(c2)CCC3)[nH]c1=O | 21.4% | 2.8% | -0.8% | -19.2% | -15.8 | 0.3% | -37.9%
Cc1ccc(NC(=O)NNC(=O)COc2ccc([N+](=O)[O-])cc2)cc1C | -8.5% | 3.4% | 23.5% | 95.5%[activator] | 15.3 | -0.6% | -26.0%
CC(=O)c1cccc(N(C(=O)c2cnccn2)C(C(=O)NCc2ccccc2)c2ccco2)c1 (stereo not given) | -3.7% | -3.6% | 5.3% | -2.1% | -5.0 | -11.5% | 10.5%
CCOc1ccccc1N(C(=O)CNS(=O)(=O)c1ccccc1)C(CC)C(=O)NCc1ccco1 (stereo not given) | 5.6% | -10.3% | -16.7% | ? | 63.7 | -11.6% | -0.6%
O=C(CN1C(=O)NC2(CCCC2)C1=O)OCCOc1ccc(Br)cc1 | . | 1.9% | -8.1% | 0.6% | -34.4 | -12.4% | 1.7%
CN1C(=O)CC(C(=O)Nc2ccc(C(=O)O)cc2)SC1=Nc1ccc(Cl)cc1 (stereo not given) | . | 3.6% | . | 0.2% | 7.6 | 13.7% | .
Cc1c(OCC(=O)N2C[C@H]3C[C@@H](C2)c2cccc(=O)n2C3)ccc2c3c(c(=O)oc12)CCC3 | 8.3% | 0.0% | 1.3% | 4.1% | 3.0 | -12.9% | 49.1%
CC(=O)N1C(=O)/C(=C2\SC(=S)N(c3c(C)n(C)n(-c4ccccc4)c3=O)C2=O)c2ccccc21 | -2.2% | -2.3% | 1.9% | -4.9% | 84.7 | -7.3% | -8.6%
CCCCN(N=Nc1nonc1OC)c1nonc1OC | -0.8% | -1.0% | 19.8% | 7.6% | 21.6 | -0.2% | -14.1%
COc1ccc(CCNC(=O)/C=C\c2ccccc2)cc1OC | 1.2% | -4.2% | 4.0% | 7.4% | ? | -14.8% | -25.0%
COC(=O)c1cc(-c2ccc(OC)cc2)on1 | -2.8% | 3.3% | -5.1% | 6.6% | 0.0 | 8.0% | -3.1%
CCC(=O)Nc1ccc(C(=O)COC(=O)CCN2C(=O)C3CC=CCC3C2=O)cc1 (stereo not given) | . | -6.3% | 21.2% | ? | -6.7 | 0.0% | -49.1%
Oc1ccccc1Cn1c(-c2ccccc2O)nc2ccccc21 | 1.5% | 2.8% | 14.8% | -3.5% | 17.0 | -3.1% | .
COc1ccccc1CNC(=O)CCn1nc(C)c2c(C)n(-c3ccccc3)nc2c1=O | . | 1.9% | . | 0.6% | -20.9 | 28.9% | .
Cc1c[n+]([O-])ccc1Oc1ccc([N+](=O)[O-])cc1 | . | -1.2% | 7.9% | 5.7% | 9.1 | 0.2% | -10.1%
CN(Cc1ccccc1)C(=O)CN1CCCC1=O | -5.4% | -4.8% | 0.0% | 4.6% | 17.8 | ? | -1.2%
Cc1ccc(NC(=O)CCC(=O)N/N=C/c2cc([N+](=O)[O-])ccc2O)cc1 | 3.4% | -2.0% | 64.9%[activator][11.6 µM] | -10.8% | 19.1 | ? | -21.9%
c1ccc(Oc2cccc(CN3CCOCC3)c2)cc1 | -3.4% | 7.9% | 0.4% | -0.7% | 34.4 | ? | 5.9%
COc1cccc(C=NN(C)c2c([N+](=O)[O-])cc(C(F)(F)F)cc2[N+](=O)[O-])c1O | . | -3.6% | ? | . | -23.7 | . | .
COCCNC(=O)CN(c1ccc(C)cc1)S(=O)(=O)c1ccccc1 | -3.9% | 1.6% | 7.8% | -20.9% | -9.3 | -14.9% | -3.9%
COc1cc2ccc(C(=O)O)cc2cc1OC | . | -3.8% | 4.9% | . | 16.6 | . | .
C=CC1=C2C=C(C3CC3)N(C3CC3)C=C2C(=O)C(C)(OC(=O)c2ccco2)C1=O (stereo not given) | -2.4%[11.5 µM] | -3.9% | -17.3% | . | 19.5 | . | .
COC(=O)c1ccccc1NC(=O)NCc1cccnc1 | -7.1% | 0.0% | 0.0% | 13.2% | 3.6 | 1.4% | -21.5%
COc1ccc(NC2=CC(c3ccccc3)N(c3ccc(OC)cc3)C2=O)cc1 (stereo not given) | 1.5% | -1.7% | -17.1% | -34.7% | -35.7 | -6.4% | -15.8%
Cc1cccc(C)c1NC(=O)c1cccc(C(=O)Nc2c(C)cccc2C)n1 | . | -11.3% | 24.6% | . | -11.2 | . | .
COc1cnn(-c2cccc(C(F)(F)F)c2)c(=O)c1Cl | . | 1.3% | 8.0% | . | 13.0 | . | .
O=C1ON=C(c2ccccc2)/C1=C/c1ccccc1 | -3.2% | ? | -13.1% | ? | 10.2 | -11.0% | -32.5%
Cc1ccc(NC(=O)CCCc2nnc3n(C)c(=O)c4sccc4n23)cc1F | . | -3.7% | . | 0.1% | -31.1 | 5.0% | .
CN(C)c1ccc(CNC(=O)C2CCCN(S(=O)(=O)c3ccc4c(c3)oc(=O)n4C)C2)cc1 (stereo not given) | . | -14.0% | . | 0.8% | -105.4* | 9.9% | .
O=C(Nc1nnc(C2CCCC2)s1)C1CCC1 | -11.4% | -3.4% | 0.5% | -2.8% | ? | -12.0% | -27.6%
CC/C(C)=N/Nc1ccc(S(=O)(=O)N2CCCC2)cc1[N+](=O)[O-] | -0.9% | 12.7% | -26.5% | 4.1% | 1.4 | -0.1% | -18.8%
CC12CN(C(=O)c3ccc([N+](=O)[O-])cc3)CC(C)(CN(C(=O)c3ccc([N+](=O)[O-])cc3)C1)C2=O | 3.5% | -0.1% | -10.9% | 18.3% | 15.7 | 10.1% | -8.8%
CCOc1ccc(S(=O)(=O)N(CC(=O)NCC2CCCO2)c2ccc(F)cc2)cc1 (stereo not given) | -0.3% | -4.5% | 11.8% | -2.1% | -8.6 | 2.3% | 56.0%
O=c1c2[nH]c3ccccc3c2ncn1Cc1ccncc1 | -4.2% | -12.2% | 0.0% | -8.5% | 11.8 | -9.5% | -2.6%

In another format: entries from further up.
Under each structure: LmPK inhibitor, Tb PYK inh, AMA1 RON2 block, Sm TGR inh, HCMV antiviral, AmpC detergent, AmpC no deterg
> COc1ccccc1CNC(=O)COC(=O)CCN1C(=O)C2CC=CCC2C1=O (stereo not given)
 : ., 1.1%, 5.5%, ., 103.9, ., .
> Cc1cc(Br)ccc1NC(=O)CSc1c2c(nc3ccccc13)CCC2
 : ., 0.0%, ., -13.1%, -95.5*, -0.1%, .

(listing goes on)
Molecule | LmPK inhibitor | Tb PYK inh | AMA1 RON2 block | Sm TGR inh | HCMV antiviral | AmpC detergent | AmpC no deterg
Cc1ccc(NC(=O)CSc2nnc(NC(=O)C3CC3)s2)cc1C | -3.3% | 1.9% | 7.5% | -1.3% | 33.9 | -5.5% | 15.4%
Cc1ccc(-c2c[nH]c(=S)n2-c2ccccc2)cc1 | ? | -28.3% | 64.6%[activator] | 6.2% | -36.0 | -6.8% | -36.5%
Cc1ccc(NC(=S)N(CCN(C)C)Cc2cc3cccc(C)c3[nH]c2=O)cc1 | 1.0% | 3.4% | 12.8% | -16.9% | -20.1 | -8.1% | -44.3%
CCOc1nc(NCCN2CCOCC2)nc(Nc2ccc([N+](=O)[O-])cc2)n1 | 4.9% | 1.6% | 10.0% | 7.0% | 234.9 | 1.3% | -22.5%
CC(=O)Nc1ccc(S(=O)(=O)Nc2cccc(-c3cn4c(n3)SCC4)c2)cc1 | 3.8%[11.5 µM] | -0.6% | -7.6% | 4.0% | 25.0 | 0.4% | -34.0%
C#Cc1ccc([C@H]2C=C(C(=O)O)O[C@@H](OCCCCO)C2)cc1 | . | 6.8% | 0.0% | . | 9.5 | . | .
CCN1CCCC1CNC(=O)c1ccc(Sc2ccccc2Cl)c([N+](=O)[O-])c1 (stereo not given) | -5.6% | -7.2% | 16.4% | -0.2% | ? | -0.2% | 68.0%[activator]
COc1ccccc1NC(=O)C1CCCN(S(=O)(=O)c2ccccc2)C1 (stereo not given) | -0.6% | 9.3% | -12.4% | 3.5% | 5.9 | 3.3% | -10.9%
Nc1nonc1C(=O)NCCN=Cc1cc(Cc2ccccc2)cc(Br)c1O | -6.2% | 5.3% | 7.4% | -1.6% | . | -1.6% | -31.8%
N=C1SCC(=O)N1c1nc(-c2ccccc2)cs1 | 2.7% | 2.6% | -0.7% | -23.2% | 59.5 | ? | -22.2%
